# Tb PYK inh: T. brucei pyruvate kinase inhibition; Q57TT1; TbPYK enzyme, Kinase-Glo Plus ATP luminescence, 45 min; Potency, µM (top dose mostly 76.8 µM), for inactives: top-dose activity, negative = inhibition, actives largely listed as inhibitors; actives 0.12% (n = 410,000); note: nearly all actives have a fitted effect of over 50% in size
#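 Luminescence from Kinase-Glo Plus, added after a 45-minute room-temperature reaction, served as the end-point read-out. The enzyme and substrate were preincubated with compound before ADP (130 uM final) initiated turnover. Concentration-effect curves came from normalized qHTS data.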
# Pf growth 48h: inhibits P. falciparum growth in the first generation, 48 h | P. falciparum luciferase growth in erythrocytes, 48 h | Potency, µM (doses to about 28.7 µM), inactives show top-dose activity change, negative = inhibition, most hits filed as inhibitors | actives 5.9% (n = 310,000)
#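 Cell-based growth assay: transgenic P. falciparum expressing firefly luciferase, cultured in red cells within RPMI 1640 containing 0.5% w/v Albumax, 24 mM bicarbonate and gentamycin. A drop in luciferase activity indicates inhibition.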
# HCV inh: HCV inhibition; Potency, µM (doses to about 41.8 µM), inactives show at the highest dose activity change, negative = inhibition, actives largely listed as inhibitors; Huh7.5.1 HCVcc-Cre infection, luciferase reporter, 44 h; actives 3.4% (n = 340,000); AID 651820
#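 Seed cells (1,000/well) for 4 h; treat with compound and infect with HCVcc-Cre, moi about 0.5. Incubate 44 h, then detect luciferase activity.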
# Sm TGR block: S. mansoni TGR enzyme inhibition; purified TGR, DTNB reduction, TNB absorbance 405 nm; actives 3% (n = 360,000); Potency, µM (highest dose often 114 µM), for the others: at the highest dose activity change, negative = inhibition, hits mostly inhibitors; Q962Y6; note: nearly all actives have a fitted effect of over 60% in size
#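 First, TGR (20 nM dispensed) and NADPH were mixed with compound. Second, a 15 min room-temperature incubation followed. Third, further NADPH and then DTNB were added to start the reaction. Finally, TNB absorbance was monitored kinetically.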
# LmPK inh: LmPK (Leishmania mexicana) enzyme inhibition. Q27686. purified LmPK, Kinase-Glo ATP luminescence, 1 h. Potency, µM (titrated, usually from 57.5 µM), without a hit: at the highest dose activity change, negative = inhibition, most hits filed as inhibitors. actives 0.37% (n = 290,000)
# Target sequence (Q27686 whole entry, looked up): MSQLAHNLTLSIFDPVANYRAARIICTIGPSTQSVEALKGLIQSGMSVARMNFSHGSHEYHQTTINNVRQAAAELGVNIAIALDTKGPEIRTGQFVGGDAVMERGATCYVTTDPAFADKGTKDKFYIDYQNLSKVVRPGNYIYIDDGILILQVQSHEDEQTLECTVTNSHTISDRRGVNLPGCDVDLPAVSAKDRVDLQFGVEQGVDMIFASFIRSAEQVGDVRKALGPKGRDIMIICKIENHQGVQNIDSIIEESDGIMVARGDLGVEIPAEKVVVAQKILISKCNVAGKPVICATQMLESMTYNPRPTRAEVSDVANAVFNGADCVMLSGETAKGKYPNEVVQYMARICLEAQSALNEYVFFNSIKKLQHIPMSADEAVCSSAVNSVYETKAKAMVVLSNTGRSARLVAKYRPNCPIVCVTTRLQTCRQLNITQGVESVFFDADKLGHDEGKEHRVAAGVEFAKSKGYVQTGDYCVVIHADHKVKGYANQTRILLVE
#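 ATP generated from ADP (0.1 mM) and PEP (0.5 mM) by 0.1 nM LmPK over 1 h at room temperature (pH 7.2 imidazole buffer) was detected by coupled luciferase luminescence. Values were normalized to uninhibited and no-enzyme wells.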
# Pf growth 96h: inhibits malaria parasite growth, 96 h; P. falciparum luciferase reporter growth, 96 h; Potency, µM (series often up to 28.7 µM), for inactives: at the top dose activity change, negative = inhibition, most hits filed as inhibitors; actives 6.9% (n = 320,000)
#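 Plates of compound plus infected erythrocytes (2% hematocrit, 0.05% parasitemia final) incubate 96 hours, 37 C, 5% CO2. Detection reagent added; reduced luminescence from the parasites' luciferase reporter flags inhibition.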
# The depositor's hits bear a star; ? = inconclusive; . = no result given; & = joins results of further samples; [ ] = remark or other dose. Calls come from the whole dose curve; as a rule, active = well fitted curve in the direction sought with a large enough effect; inconclusive = small, poorly fitted or top-dose-only effect, or another doubt; inactive = no such curve, though single readings can be large; an effect the other way counts as inactive or inconclusive. % is set by controls: 0 for no effect and ±100 for the full control effect; potency is the fitted concentration of half-maximal effect.
[1] CCc1ccc(NC(=O)Cn2c(=O)oc3cc(S(=O)(=O)N4CCOCC4)ccc32)cc1
[2] O=C(N/N=C/c1ccc(-c2cccc([N+](=O)[O-])c2)o1)c1cccs1
[3] COc1ccc(-c2nnn(CC(=O)N(CC(=O)NC3CCCC3)c3ccccc3)n2)cc1OC
[4] CCN1CCN(CC(O)COC(c2ccccc2)c2ccccc2C)CC1 (stereo not given)
[5] O=C(COC(=O)COc1ccccc1)Nc1ccc(S(=O)(=O)N2CCOCC2)cc1
[6] O=C1N/C(=C/c2ccc(N3CCOCC3)o2)C(=O)N1c1ccccc1
[7] O=C1OCC2=C1C(c1ccc(F)cc1)c1cc3c(cc1N2)OCO3 (stereo not given)
[8] CC(C)NC(=O)NC(=O)CSc1nnc(C(F)(F)F)n1C

entry no. | 1 | 2 | 3 | 4 | 5 | 6 | 7 | 8
Tb PYK inh | 1% | -7% | -23% | 14% | 2% | ? | 0% | 3%
Pf growth 48h | . | 12% | ? | 0% | -15% | 14% | 8% | .
HCV inh | ? | ? | -18% | -17% | 23% | ? | ? | 6%
Sm TGR block | 2% | 7% | . | -1% | -16% | 8.9µM* | -1% | -1%
LmPK inh | 4% | 13% | 0% | -2% | -1% | -5% | 3% | 11%
Pf growth 96h | ? | ? | 8% | -33% | -15% | -3% | 33%[activator] | 12%

# Just Pf growth 96h and Tb PYK inh (two entries from above):
no.	SMILES	Pf growth 96h	Tb PYK inh
4	CCN1CCN(CC(O)COC(c2ccccc2)c2ccccc2C)CC1 (stereo not given)	-33%	14%
5	O=C(COC(=O)COc1ccccc1)Nc1ccc(S(=O)(=O)N2CCOCC2)cc1	-15%	2%

# The list goes on:
[9] COC(=O)c1cc(C#N)c(N(C)Cc2ccccc2)nc1C
[10] COCC(=O)NC1CC(C)(C)Cc2c1cnn2-c1ccc(F)cc1 (stereo not given)
[11] CC(=O)c1c(C)[nH]c(C(=O)Nc2ccc(F)cc2F)c1C
[12] Cc1cc(C)nc(N2CCCC(C(=O)NCc3cccs3)C2)n1 (stereo not given)
[13] O=C1NN(c2ccccc2)C(=O)/C1=C/c1ccc(-c2cccc(C(=O)O)c2)o1
[14] Cc1ccc([N+](=O)[O-])cc1-c1ccc2cccc(C)c2n1
[15] C=CCc1cccc2cc(C(=O)NCCOC)c(=O)oc12
[16] O=C(COc1cccc(Oc2ccccc2)c1)Nc1ccc(SC(F)F)cc1

entry no. | 9 | 10 | 11 | 12 | 13 | 14 | 15 | 16
Tb PYK inh | 3% | -3% | 6% | 3% | -22% | -5% | -1% | -18%
Pf growth 48h | . | ? | 48%[activator] | 5% | 45%[activator] | ? | 0% | .
HCV inh | 5% | 5% | -21% | -4% | 16% | 10% | 0% | -19%
Sm TGR block | 7% | -8% | -1% | -6% | -10% | -8% | . | 0%
LmPK inh | -2% | 0% | 0% | 1% | 0% | 4% | 1% | 6%
Pf growth 96h | ? | ? | 46%[activator] | ? | 0% | ? | ? | -11%

[17] COc1cc(OC)cc(C(=O)NCC(=O)OCC(=O)Nc2ccc3c(c2)OCO3)c1
[18] O=C(CSc1ncccn1)n1c2c(c3ccccc31)CCCC2
[19] CCc1cc(C(=O)c2ccc(OC)cc2)c(NC(=O)CN2CCN(C)CC2)s1
[20] CC(Oc1ccccc1)C(=O)N1CCN=C1SCc1ccccc1 (stereo not given)
[21] CCn1ncc(Cl)c1C(=O)NC(C)c1ccccc1 (stereo not given)
[22] CN(C)c1ccc(-[n+]2c(-c3ccccc3)cc(-c3ccccc3)cc2-c2ccccc2)cc1
[23] Cc1cccc(NC(=O)c2cccnc2)c1C
[24] COc1cccc(CNC(=O)c2cccnc2Sc2ccc(C)cc2C)c1

entry no. | 17 | 18 | 19 | 20 | 21 | 22 | 23 | 24
Tb PYK inh | 1% | -3% | 0% | -2% | 0% | -1% | 2% | 1%
Pf growth 48h | 9% | 39%[activator] | 5.2µM* | 19% | 5% | ? | 32% | -12%
HCV inh | 26% | ? | -7% | -10% | 17% | 7.1µM* | 18% | ?
Sm TGR block | 3% | 11% | -8% | 3% | -1% | . | -13% | -15%
LmPK inh | 7% | -5% | 1% | 1% | 2% | -1% | 0% | -9%
Pf growth 96h | ? | 7% | ? | 25% | . | ? | -1% | -13%

[25] CS(=O)(=O)c1ccccc1-c1nnc(NC(=O)c2ccc3ncsc3c2)o1
[26] Cc1ccc(S(=O)(=O)Cn2nnnc2C(c2ccccc2)N2CCN(c3ncccn3)CC2)cc1 (stereo not given)
[27] CN(C)c1ccc(C(=O)Nc2nnc(-c3ccc(Cl)cc3)o2)cc1
[28] Nc1c(S(=O)(=O)c2cccs2)c2nc3ccccc3nc2n1Cc1ccccc1
[29] O=C(Nc1cccc(C(=O)O)c1)/C(=C\c1ccc(F)cc1)NC(=O)c1ccco1
[30] CN(CCc1cn[nH]c1)Cc1nc(Cc2ccccc2F)no1
[31] CC1CCN(c2ccc3nnc(CCC(=O)NCC(C)c4ccccc4)n3n2)CC1 (stereo not given)
[32] CCN(CC)C(=O)Cn1cc(C(=O)C(=O)NCc2ccccn2)c2ccccc21

entry no. | 25 | 26 | 27 | 28 | 29 | 30 | 31 | 32
Tb PYK inh | -26% | 5% | -2% | 11% | -11% | 3% | -1% | 4%
Pf growth 48h | 3% | 9.3µM* | ? | ? | 161%[activator] | 10% | ? | 2%
HCV inh | 0% | 6% | 9% | 0% | 7% | 9% | -23% | 21%
Sm TGR block | 41%[activator] | -1% | -6% | -21% | 3% | 4% | 1% | -33%
LmPK inh | . | 4% | 6% | 0% | -4% | 4% | -9% | 10%
Pf growth 96h | 4% | 73%[activator] | 29% | . | ? | ? | ? | -14%

[33] Cc1nc(N)c(C#N)c(-c2cccnc2)c1-c1ccccc1
[34] O=C(Nc1ccc2c(c1)oc1ccccc12)c1ccncc1
[35] Cc1ccccc1NS(=O)(=O)c1ccc(C(=O)N2CC(C)OC(C)C2)cc1 (stereo not given)
[36] O=S(=O)(NCCc1cn2ccccc2n1)c1ccc2c(c1)CCCC2
[37] COc1ccc(OC)c(CCNC(=O)C2CCN(c3nnc(-n4cccc4)s3)CC2)c1
[38] Cc1ccc(C(=O)OCC(=O)c2c[nH]c3ccccc23)cc1S(=O)(=O)N1CCCCC1
[39] CCOC(=O)C1CCCN(c2c(N3CCN(C)CC3)c(=O)c2=O)C1 (stereo not given)
[40] Cn1c(=O)c2c(ncn2CCNC2=NCCCCC2)n(C)c1=O

entry no. | 33 | 34 | 35 | 36 | 37 | 38 | 39 | 40
Tb PYK inh | 5% | . | 3% | -12% | -2% | -7% | -5% | -3%
Pf growth 48h | 3% | 30%[activator] | -4% | 15% | . | ? | . | -3%
HCV inh | -4% | ? | 4% | 3% | ? | 32µM* | 5% | 19%
Sm TGR block | 3% | 9% | -9% | 2% | -20% | -1% | 5.6µM* | -29%
LmPK inh | -1% | -3% | . | 5% | 6% | 0% | 12% | -5%
Pf growth 96h | 11% | ? | 6% | 11% | -36% | ? | ? | ?

[41] Nc1cccc2c1C(=O)N(C(=O)c1ccco1)C2=O
[42] O=C1CCN1C1(C(=O)NC2CCCCC2)CCCC1
[43] COC(=O)c1sccc1NC(=O)c1ccc(C)s1
[44] CC(C)CN(CCCNC(=O)CN1N=C(c2ccc(Cl)cc2)CCC1=O)CC(C)C
[45] Oc1ccc(Br)cc1/C=N/NC(=S)NCCc1ccccc1
[46] CC(=O)c1ccccc1NC(=O)COC(=O)/C(=C/c1ccccc1)n1nnnc1C
[47] Cc1cc(/C=C(\C#N)C(=O)NC2CC2)c(C)[nH]1
[48] Fc1ccc(Oc2cc(N3CCOCC3)nc(-c3ccccc3)n2)c(F)c1

entry no. | 41 | 42 | 43 | 44 | 45 | 46 | 47 | 48
Tb PYK inh | -20% | 32%[activator] | 2% | 0%&-1% | 0% | -4% | 0% | -14%
Pf growth 48h | 46%[activator] | -6% | ? | ? | 4.7µM* | 5.9µM* | 165%[activator] | ?
HCV inh | 8% | 3% | 25% | -8% | 10µM* | -3% | 2% | ?
Sm TGR block | -21% | -1% | 40%[activator] | -12%&9% | 0% | ? | -18% | 26%
LmPK inh | 9% | -9% | -9% | 0% | 5% | -2% | -14% | -1%
Pf growth 96h | 38% | ? | ? | ? | 2.3µM* | 2.1µM* | 53%[activator] | ?

[49] COc1ccccc1CNC(=O)CC(C)C
[50] CCCCc1ccc(NC(=O)CSc2nc(=O)n(CCN(C)C)c3c2CCC3)cc1
[51] Cc1cccc(NC(=O)c2cccnc2Oc2ccccc2)c1C(=O)O
[52] COc1cccc(NC(=O)C2C3C=CC4(O3)C2C(=O)N(CCN2CCCCC2)C4C(=O)NC2CCCCC2C)c1 (stereo not given)
[53] CN1C(=O)c2ccc(C(=O)Nc3ccc(Br)cn3)cc2C1=O
[54] O=C(O)Cc1ccc(NC(=O)Nc2ccc(Br)cc2)cc1
[55] COc1ccc(C2C(C#N)=C(C)NC3=C2C(=O)CC(C)(C)C3)cc1 (stereo not given)
[56] COc1ccc(C(=O)N2CCC(n3nccc3NC(=O)C3CC3)CC2)cc1F

entry no. | 49 | 50 | 51 | 52 | 53 | 54 | 55 | 56
Tb PYK inh | -18% | 0% | -3% | 1% | 1% | -2% | 3% | -2%
Pf growth 48h | ? | 12µM* | 4% | -10% | 1% | 9% | . | ?
HCV inh | ? | ? | 15% | 14% | 8% | 10% | -2% | 5%
Sm TGR block | 0% | -8% | 5% | 0% | -2% | 0% | -18% | 5%
LmPK inh | 0% | . | 6% | 1% | 11% | 2% | 0% | -9%
Pf growth 96h | 94% | ? | 53%[activator] | ? | -14% | ? | ? | 19%

# Reformatted: 4 of the compounds above
49) COc1ccccc1CNC(=O)CC(C)C
  Tb PYK inh = -18%
  Pf growth 48h = ?
  HCV inh = ?
  Sm TGR block = 0%
  LmPK inh = 0%
  Pf growth 96h = 94%

50) CCCCc1ccc(NC(=O)CSc2nc(=O)n(CCN(C)C)c3c2CCC3)cc1
  Tb PYK inh = 0%
  Pf growth 48h = 12µM*
  HCV inh = ?
  Sm TGR block = -8%
  LmPK inh = .
  Pf growth 96h = ?

51) Cc1cccc(NC(=O)c2cccnc2Oc2ccccc2)c1C(=O)O
  Tb PYK inh = -3%
  Pf growth 48h = 4%
  HCV inh = 15%
  Sm TGR block = 5%
  LmPK inh = 6%
  Pf growth 96h = 53%[activator]

52) COc1cccc(NC(=O)C2C3C=CC4(O3)C2C(=O)N(CCN2CCCCC2)C4C(=O)NC2CCCCC2C)c1 (stereo not given)
  Tb PYK inh = 1%
  Pf growth 48h = -10%
  HCV inh = 14%
  Sm TGR block = 0%
  LmPK inh = 1%
  Pf growth 96h = ?
